AGP1 TOR yeast: modulators of TOR pathway AGP1-GFP in S. cerevisiae | S. cerevisiae AGP1-GFP multiplex flow cytometry, 3 h; GFP as percent of DMSO wells | GFP response vs DMSO, % at 10 µM | 320,000 compounds, 0.02% hits;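 active = GFP response relative to DMSO above a set limit, near screen average plus 3 SD, cut at about 150% in these data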;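 also: median GFP channel fluorescence of the gated AGP1 strain per well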
RPL19A-GFP yeast: modulators of TOR pathway RPL19A-GFP in S. cerevisiae; S. cerevisiae RPL19A-GFP strain, flow cytometry, 3 h; hits give low values; percent response vs DMSO, % at 10 µM; 330,000 compounds, 0.3% hits; AID 2025;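 active = percent response vs DMSO below 50%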;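 also: median channel GFP fluorescence of the barcoded RPL19A-GFP strain; ratio of sample median GFP to plate DMSO average so 100% = DMSO; lower means less RPL19A-GFP as with rapamycin TOR inhibition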
LAP4-GFP MLPCN: alters LAP4-GFP fluorescence in TOR pathway yeast screen. 320,000 compounds, 0.34% hits. GFP response vs DMSO, % at 10 µM. AID 2023. S. cerevisiae LAP4-GFP multiplex, flow cytometry GFP, 3 h; median GFP as percent of DMSO wells;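 active = GFP response vs DMSO above a set limit, about the screen mean plus 3 SD, cut at about 150% in these data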
Efflux pump mplx: antifungal efflux pump inhibition, Nile Red retention; S. cerevisiae Candida pump triplex; inhibition, % at 10 µM; 330,000 compounds, 0.44% hits; AID 485275;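 active = plate passing quality check with inhibition over a set limit, or well fluorescence over plate mean plus 4 SD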;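 also: Nile Red retained in pooled yeast measured as flow cytometry median fluorescence; 0% = buffer negative control and 100% = Enniatin B positive control; higher means more Nile Red kept so more efflux inhibition; some compounds called inactive have numbers as strong as hits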
MEP2-GFP yeast: modulators of TOR pathway MEP2-GFP in S. cerevisiae | GFP response vs DMSO, % at 10 µM | AID 2016 | S. cerevisiae MEP2-GFP strain, flow cytometry GFP, 3 h; 100% = DMSO control level | 330,000 compounds, 0.51% hits;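 active = GFP response versus DMSO above a set limit, roughly screen mean plus 3 SD, cut at about 180% in these data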;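 also: median GFP fluorescence of the barcode-gated MEP2-GFP cells per well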
Yeast superoxide: caloric restriction mimetics inhibiting age-related superoxide in yeast. S. cerevisiae aged cells, superoxide DHE fluorescence; hits give low values. superoxide response (% of plate mean), % at 10 µM. 330,000 compounds, 0.18% hits;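 active = superoxide response under a set limit, about three screen SD below normal, cut at about 65% in these data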;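 also: yeast aged for seven days with compound at 30 °C before DHE staining; 100% = average MFI of all compound-treated wells on the plate with controls excluded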
AHR activator: activates the human aryl hydrocarbon receptor. P35869. AHR-responsive luciferase reporter cells, luminescence. activation, % at 5 µM. 320,000 compounds, 2.5% hits. AID 2796; in the data active = activation above about 47%;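 also: 0% = vehicle wells and 100% = reference agonist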
Target sequence (P35869 whole entry, looked up): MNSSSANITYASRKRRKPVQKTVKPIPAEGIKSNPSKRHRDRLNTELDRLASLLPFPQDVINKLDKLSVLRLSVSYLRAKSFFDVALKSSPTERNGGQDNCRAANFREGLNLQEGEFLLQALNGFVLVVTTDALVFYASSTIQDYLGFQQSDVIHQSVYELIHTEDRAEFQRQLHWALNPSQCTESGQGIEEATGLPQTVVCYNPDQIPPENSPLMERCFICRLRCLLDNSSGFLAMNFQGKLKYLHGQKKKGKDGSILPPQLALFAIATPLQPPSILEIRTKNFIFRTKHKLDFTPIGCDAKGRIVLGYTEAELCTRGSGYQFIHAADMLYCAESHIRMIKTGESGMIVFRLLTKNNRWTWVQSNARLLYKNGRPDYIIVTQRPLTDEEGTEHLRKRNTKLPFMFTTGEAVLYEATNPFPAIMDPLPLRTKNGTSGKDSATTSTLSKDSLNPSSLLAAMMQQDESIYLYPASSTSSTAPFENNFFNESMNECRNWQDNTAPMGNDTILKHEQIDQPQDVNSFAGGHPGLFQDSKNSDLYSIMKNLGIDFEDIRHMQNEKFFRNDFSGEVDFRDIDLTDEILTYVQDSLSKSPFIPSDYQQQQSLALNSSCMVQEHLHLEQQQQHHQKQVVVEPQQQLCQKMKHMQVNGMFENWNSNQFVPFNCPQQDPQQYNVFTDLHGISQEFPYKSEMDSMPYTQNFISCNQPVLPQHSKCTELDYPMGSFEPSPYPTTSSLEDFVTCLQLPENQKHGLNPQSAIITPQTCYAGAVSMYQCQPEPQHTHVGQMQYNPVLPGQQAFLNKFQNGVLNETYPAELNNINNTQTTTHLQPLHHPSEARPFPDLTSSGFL
CIT2-GFP yeast: modulators of TOR pathway CIT2-GFP in S. cerevisiae; S. cerevisiae CIT2-GFP strain, flow cytometry, 3 h; 100 means same as DMSO wells; GFP response vs DMSO, % at 10 µM; 320,000 compounds, 0.065% hits;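 active = GFP response relative to DMSO above a set limit, near the screen mean plus 3 SD, cut at about 150% in these data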;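 also: ratio of well median GFP fluorescence to mean of DMSO wells on the plate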
Active calls of the source: *; . = no result given.

SMILES | AGP1 TOR yeast | RPL19A-GFP yeast | LAP4-GFP MLPCN | Efflux pump mplx | MEP2-GFP yeast | Yeast superoxide | AHR activator | CIT2-GFP yeast
CCOC(=O)N1CCN(S(=O)(=O)c2ccc(C(=O)Nc3sc4c(c3C#N)CC(C)(C)NC4(C)C)cc2)CC1 | 89 | 97 | 76 | 0.1 | 109 | 96 | 0 | .
COc1ccc(S(=O)(=O)Nc2cccc(N(C)S(C)(=O)=O)c2)cc1C | 92 | 98 | 92 | 0.0 | 97 | 95 | -2 | 101
Nc1cccc2c1C(=O)N(CC(=O)NC13CC4CC(CC(C4)C1)C3)C2=O | 101 | 95 | 99 | 0.2 | 102 | 114 | 13 | 99
COCCCNC(=O)Cn1nnc(-c2ccc(NC(=O)c3ccccc3F)cc2)n1 | 91 | 92 | 93 | 0.0 | 88 | 107 | 2 | 94
C[C@@]12C(=O)N(Cc3ccco3)CC(=O)N1[C@H]1c3cc(Cl)ccc3OC[C@@H]1[C@@H]2c1ccccc1 | 114 | 104 | 110 | 0.0 | 102 | 100 | 0 | 104
O=c1[nH]c2ccc(S(=O)(=O)Nc3ccc(-c4nnc5n4CCCCC5)cc3)cc2o1 | 94 | 91 | 87 | -0.1 | 90 | 111 | 5 | 95
CCCCn1c(N)c(N(CC(C)C)C(=O)C2CC(=O)N(c3ccc(C)cc3)C2)c(=O)[nH]c1=O (configuration not stated) | 109 | 96 | 103 | 0.1 | 98 | 103 | -1 | 99
Cc1ccc(NC(=O)c2ccc3c(c2)N(CC(=O)N2CCCCC2)C(=O)C(C)(C)O3)cc1 | 96 | 94 | 97 | 0.0 | 99 | 85 | 0 | 95
Cc1cc(Nc2ccc(F)cc2Cl)n2ncnc2n1 | 102 | 99 | 97 | -0.1 | 109 | 86 | 4 | 103
CCc1ccccc1NC(=O)Nc1ccc(F)cc1F | 102 | 99 | 108 | -0.1 | 105 | 78 | 4 | 100
CC1CCC(NC(=O)C(NC(=O)c2ccccc2)C(C)C)CC1 (configuration not stated) | 118 | 115 | 120 | 0.0 | 111 | 102 | 0 | 119
Cc1c(Cl)cccc1NC(=S)N(CCCN1CCOCC1)Cc1cccs1 | 97 | 103 | 95 | 0.2 | 128 | 91 | 4 | 99
Cc1ccc(C)c(S(=O)(=O)N2C(=S)NC(=O)C2C(C)C)c1 (configuration not stated) | 92 | 89 | 78 | 0.0 | 77 | 111 | 3 | 101
O=C(Nc1ccc2c(c1)OCO2)c1ccc(Br)o1 | 103 | 102 | 111 | 0.0 | 104 | 94 | 129* | 101
O=C(NCc1ccccc1)c1ccc(S(=O)(=O)C(F)F)cc1 | 95 | 95 | 89 | -0.1 | 93 | 91 | 0 | 99
O=C(c1cc(-c2ccccc2O)on1)N1CCOCC1 | 110 | 99 | 105 | 0.1 | 104 | 118 | -12 | 110
CC(C)(C)C1CCc2onc(C(=O)O)c2C1 (configuration not stated) | 102 | 96 | 99 | 0.2 | 104 | 119 | 1 | 97
COC(=O)c1ccc(COC(=O)CSCC(=O)Nc2ccc(C)cc2C)cc1 | 92 | 99 | 98 | -0.2 | 95 | 97 | -1 | 90
COc1cc(/C=N/Nc2nc(Nc3ccccc3)nc(-n3nc(C)cc3C)n2)cc(OC)c1OC | 104 | 102 | 87 | 0.0 | 106 | 98 | 80* | 104
CC(=O)Nc1ccc(S(=O)(=O)N2CCN(C34CC5CC(CC(C5)C3)C4)CC2)cc1 | 106 | 106 | 103 | 0.0 | 102 | 95 | 4 | 106
O=C(CSc1nc(=O)n2ccccc2n1)N1CCN(c2ccccc2)CC1 | 100 | 98 | 95 | 0.2 | 97 | 109 | 1 | 84
COc1ccc(CCNS(=O)(=O)c2ccc(Cl)s2)cc1OC | 99 | 99 | 101 | 0.1 | 100 | 84 | 1 | 101
C=CCn1c(SCC(=O)c2ccc(OC)cc2)nnc1-c1ccc2c(c1)OCO2 | 93 | 100 | 95 | 0.2 | 100 | 90 | 0 | 99
C=CCN(c1ccccc1)S(=O)(=O)c1cc(C(=O)NC2=NCCS2)ccc1Cl | 97 | 103 | 84 | 0.0 | 90 | 112 | 7 | 100
COc1cc2c(cc1OC)CN(C(=O)CCOc1ccccc1C)CC2 | 99 | 102 | 94 | 0.1 | 104 | 94 | 6 | 93
Cn1cnnc1SCc1ccccc1Br | 96 | 98 | 101 | 0.0 | 97 | 101 | -3 | 97
O=C(COC(=O)COc1ccccc1[N+](=O)[O-])Nc1ccc(S(=O)(=O)N2CCCCC2)cc1 | 103 | 98 | 101 | -0.2 | 96 | 98 | -1 | 95
Clc1cccc(-c2ccc(/C=N/n3cnnc3)o2)c1Cl | 88 | 87 | 90 | -0.1 | 93 | 99 | -2 | 94
COc1cc(OC)cc(C(=O)Nc2ncc3c(n2)CC(C)CC3=O)c1 (configuration not stated) | 98 | 100 | 92 | 0.0 | 97 | 108 | 16 | 86
COc1ccc2cc(C(c3nnnn3C3CCCC3)N3CCc4ccccc4C3)c(=O)[nH]c2c1 (configuration not stated) | 85 | 81 | 80 | 0.0 | 90 | 95 | 12 | 86
CCOC(=O)c1sc(NC(=O)c2ccccc2C(=O)O)c(C(=O)OCC)c1C | 103 | 101 | 101 | 0.2 | 100 | 111 | -6 | 89
CC(C)C(NC(=O)C1CCC(C(C)(C)C)CC1)C(=O)NCCc1ccc(S(N)(=O)=O)cc1 (configuration not stated) | 90 | 101 | 84 | 0.1 | 102 | 86 | 0 | 98
CCC(C)(C)n1nnnc1C(c1ccc(OC)c(OC)c1)N1CCN(C(=O)c2ccco2)CC1 (configuration not stated) | 99 | 101 | 93 | -0.1 | 103 | 98 | -3 | 103
N#Cc1ccccc1OCC(=O)N1CCN(C(=O)c2ccco2)CC1 | 101 | 102 | 104 | 0.0 | 97 | 120 | 2 | 103
O=c1[nH]c(SCc2ccccc2)nc2ccsc12 | 99 | 96 | 100 | 0.1 | 105 | 112 | 4 | 101
CCC1CCCCN1C(=O)NC(=O)c1ccccc1 (configuration not stated) | 99 | 97 | 97 | -0.1 | 99 | 119 | 1 | .
COCCn1c(N/N=C(C)/C=C/c2ccccc2)nc2c1c(=O)[nH]c(=O)n2C | 114 | 104 | 112 | 0.4 | 104 | 102 | 2 | 96
O=C(NCc1cccnc1)C12CC3CC(CC(Cl)(C3)C1)C2 | 98 | 102 | 96 | -0.1 | 104 | 103 | -2 | 102
COc1cc(C2NC(=O)NC(O)(C(F)(F)F)C2C(=O)c2ccc(Cl)cc2)ccc1O (configuration not stated) | 107 | 100 | 102 | 0.4 | 101 | 130 | 1 | 106
Cc1ccc(NC(=S)N(CCCN2CCC(C)CC2)Cc2ccco2)cc1 | 116 | 102 | 107 | -0.3 | 105 | 88 | 1 | 126
CC1CN(C2=NC(=O)/C(=C/c3ccncc3)S2)CC(C)O1 (configuration not stated) | 120 | 95 | 110 | -0.1 | 91 | 108 | 12 | 115
CCN(CC)C(=O)[C@H]1CC(CC(=O)NCc2cccc(C(F)(F)F)c2)C(=O)N2CCc3c([nH]c4ccccc34)[C@]12C (some centres not stated) | 100 | 94 | 90 | 0.0 | 97 | 85 | 1 | 98
CCCC[C@@H]1CNCCN1CCc1cccc(F)c1 | 102 | 100 | 105 | -0.1 | 100 | 105 | 1 | 101
C=CCn1c(SCC(=O)NCCc2ccccc2)nnc1C(C)NC(=O)c1cccs1 (configuration not stated) | 104 | 100 | 94 | 0.0 | 101 | 120 | 4 | 87
CCOC(=O)C1CCN(c2c(NCCCN(CC)c3ccccc3)c(=O)c2=O)CC1 | 94 | 98 | 101 | 0.2 | 100 | 115 | 2 | 97
COc1ccc(Cc2c(O)nc(SC)n(C(C)=O)c2=O)cc1 | 95 | 94 | 83 | -0.1 | 94 | 102 | -1 | 106
C/C(=N\O)c1cc(Cl)cc(Cl)c1O | 102 | 102 | 110 | 0.1 | 102 | 105 | -3 | 97
COC(=O)/C(C#N)=C/c1ccc(N2CCOCC2)c([N+](=O)[O-])c1 | 100 | 97 | 109 | -0.1 | 95 | 79 | -3 | 98

At a glance, 3 of the compounds above.
SMILES | AGP1 TOR yeast | RPL19A-GFP yeast | LAP4-GFP MLPCN | Efflux pump mplx | MEP2-GFP yeast | Yeast superoxide | AHR activator | CIT2-GFP yeast
COc1ccc(Cc2c(O)nc(SC)n(C(C)=O)c2=O)cc1 | 95 | 94 | 83 | -0.1 | 94 | 102 | -1 | 106
C/C(=N\O)c1cc(Cl)cc(Cl)c1O | 102 | 102 | 110 | 0.1 | 102 | 105 | -3 | 97
COC(=O)/C(C#N)=C/c1ccc(N2CCOCC2)c([N+](=O)[O-])c1 | 100 | 97 | 109 | -0.1 | 95 | 79 | -3 | 98

The results go on:
SMILES | AGP1 TOR yeast | RPL19A-GFP yeast | LAP4-GFP MLPCN | Efflux pump mplx | MEP2-GFP yeast | Yeast superoxide | AHR activator | CIT2-GFP yeast
Cc1nc(C)c(C(=O)Nc2ccc(C)c(F)c2)o1 | 93 | 95 | 98 | -0.1 | 100 | 108 | 12 | 102
CC(NC(=O)COC(=O)c1cc([N+](=O)[O-])ccc1N1CCOCC1)c1ccc(F)cc1 (configuration not stated) | 109 | 101 | 110 | -0.1 | 102 | 108 | -1 | 97
O=C(CN1CCC(C(=O)c2ccc3c(c2)OCCO3)CC1)Nc1ccccc1F | 99 | 100 | 98 | 0.0 | 105 | 97 | 0 | 95
Cc1oc2c(Cl)c(Cl)c(O)c(CN(C)C)c2c1C(=O)c1ccc(Cl)cc1 | 100 | 101 | 94 | -0.1 | 107 | 106 | . | 104
Cn1ncc(Br)c1C(=O)NC1CCCCCC1 | 96 | 106 | 85 | -0.3 | 105 | 109 | . | 95
CC(C)c1ccc(-c2cc(C(=O)N3N=C(C(F)F)CC3(O)C(F)F)c3ccccc3n2)cc1 (configuration not stated) | 104 | 91 | 104 | -0.1 | 102 | 87 | 19 | 93
CC(=O)c1cccc(NC(=O)CN2CCN(Cc3ccccc3)CC2)c1 | 109 | 103 | 103 | -0.1 | 106 | 102 | . | 105
Cc1c(C(=O)NCCc2ccccc2)oc2ccccc12 | 97 | 108 | 98 | 0.1 | 105 | 100 | -3 | 94
Cn1ccc2c([N+](=O)[O-])cccc2c1=O | 103 | 107 | 96 | 0.1 | 107 | 76 | 0 | 118
O=C(Cc1ccc(-c2ccccc2)cc1)NNC(=S)NCc1ccco1 | 102 | 99 | 97 | -0.1 | 98 | 100 | 3 | 97
CCC/C(=N\NC(=O)c1ccco1)c1ccc(Cl)s1 | 83 | 102 | 91 | -0.9 | 99 | 87 | . | 97
COCCCNC(=O)c1ccc2c(c1)ncn2-c1ccccc1OC | 112 | 101 | 104 | -0.1 | 109 | 101 | 0 | 112
O=C1C2C(c3ccccc3)=NN(c3ccccc3)C2C(=O)N1c1ccccc1 (configuration not stated) | 103 | 106 | 93 | -1.9 | 104 | 108 | 1 | 103
CS(=O)(=O)N(CC(=O)Nc1ccc(S(=O)(=O)N2CCOCC2)cc1)c1ccccc1Br | 94 | 95 | 92 | 0.1 | 98 | 111 | 2 | 84
COc1cccc(C(=O)NC2CCN(CC(=O)NCc3ccccc3F)CC2)c1 | 99 | 104 | 92 | -0.3 | 103 | 95 | 2 | 103
Cc1cc(=O)[nH]c(SCc2nnc(-c3ccccc3)o2)n1 | 92 | 96 | 90 | 0.1 | 98 | 108 | 0 | 88
CC1(C)CC(=O)C(C(=S)Nc2ccccc2)=C(NCCN2CCOCC2)C1 | 105 | 99 | 102 | -0.2 | 104 | 94 | -1 | 107
COC(=O)CSc1nc(-c2ccccc2)nc2ccccc12 | 91 | 105 | 95 | 0.1 | 105 | 93 | 3 | 100
CC(C)n1nnnc1SCC(=O)NC1CCCC1 | 92 | 96 | 87 | 0.2 | 102 | 112 | 3 | 103
CN1CCN(C(=O)c2ccc(F)c(F)c2)CC1 | 105 | 98 | 88 | -0.2 | 99 | 103 | 0 | 115

Screening data (PubChem)
